# RXFP1 agonist: agonists of human relaxin receptor RXFP1; HEK293T-RXFP1 cAMP TR-FRET, 30 min; response scale: percent of porcine relaxin response, buffer zero; 0.3% of 370,000 active; Potency, µM (top dose mostly 57.5 µM), inactives show at the highest dose activation, most hits filed as activators; note: potency is the fitted concentration of half-maximal effect; % is set by controls: 0 for no effect and ±100 for the full control effect; nearly all actives have a fitted effect of over 60% in size; many of its hits are not listed in these tables
#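 Agonist response is measured as cAMP accumulation in an RXFP1-transfected HEK293T line under PDE4 inhibition. Values are scaled between buffer-only and 29 nM porcine relaxin, and EC50s come from standard Hill equation fits.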
# Vif-APOBEC3F blk: blocks the Vif interaction with APOBEC3F; HeLa A3F-eYFP + Vif (tagged APOBEC3F with the HIV-1 protein that degrades it), YFP fluorescence increase; AID 602313; Potency, µM (doses to about 46.1 µM), for inactives: top-dose activity, negative = active; 0.2% of 390,000 active; note: potency is the fitted concentration of half-maximal effect; % of control where 0% means no effect; nearly all actives have a fitted effect of over 65% in size
#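 HeLa cells stably expressing Vif plus C-terminally eYFP-tagged A3F were seeded, incubated overnight at 37 deg C, dosed with compound, incubated overnight again at 37 deg C. Yellow fluorescence (Ex 488/Em 500-530) reported blocked Vif-mediated A3F-eYFP degradation.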
# D2 potentiator: D2 dopamine receptor (human) potentiation | HEK293 T-REx D2, calcium flux, EC20 dopamine potentiation | potentiation, % at 10 µM | 0.34% of 340,000 active;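 active = potentiation over 3 SD above the plate norm, cut at about 30% in these data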; note: 0% is about no effect
# Target sequence (P14416 whole entry, looked up): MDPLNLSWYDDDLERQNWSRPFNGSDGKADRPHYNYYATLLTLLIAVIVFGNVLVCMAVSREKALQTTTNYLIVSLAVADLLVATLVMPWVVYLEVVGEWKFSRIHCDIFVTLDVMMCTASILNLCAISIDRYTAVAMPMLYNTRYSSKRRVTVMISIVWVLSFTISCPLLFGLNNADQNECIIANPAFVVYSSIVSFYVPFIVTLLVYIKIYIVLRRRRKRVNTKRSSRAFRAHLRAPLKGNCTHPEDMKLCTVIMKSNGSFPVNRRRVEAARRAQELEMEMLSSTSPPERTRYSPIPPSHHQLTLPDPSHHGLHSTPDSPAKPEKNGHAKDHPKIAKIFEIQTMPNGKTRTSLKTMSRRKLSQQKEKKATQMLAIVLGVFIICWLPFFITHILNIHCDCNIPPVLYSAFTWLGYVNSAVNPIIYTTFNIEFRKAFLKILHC
#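 Primary screen. Calcium kinetics in induced HEK293 T-REx D2 cells: compound pre-addition 180 s, EC20 dopamine, 180 s more.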
# LDHA block: inhibitors of human lactate dehydrogenase A | activity change, % (values are at about 110 or 230 µM) | 0.15% of 480,000 active | purified LDHA, NADH/diaphorase-resazurin fluorescence; hits give low values | P00338; in the data active = activity change below about -30%; inconclusive = mostly about -25% to -30%;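 note: plate controls were DMSO wells for no effect and wells without enzyme for full effect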
#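 Remaining NADH was detected by diaphorase (0.133 mg/mL) converting 37 µM resazurin to fluorescent resorufin, read at 0 and 20 minutes. The preceding 5-minute room-temperature reaction used 2 nM LDHA, 0.2 mM sodium pyruvate and 0.06 mM NADH at pH 7.4.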
# Glioma ERSR ind: induces the endoplasmic reticulum stress response in human glioma cells | U87-MG GRP78 promoter luciferase reporter, 16 h | Potency, µM, without a hit: top-dose activation, actives largely listed as activators | 0.02% of 420,000 active; note: potency is the fitted concentration of half-maximal effect; series mostly up to about 76 µM; % of control where 0% means no effect; nearly all actives have a fitted effect of over 35% in size
#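 Stably transfected U87-MG human glioma cells carrying a GRP78-based luminescent sensor were seeded at 1000 cells/well, pin-dosed with compounds and incubated 16 h. Luciferase reagent was then added, and end-point luminescence was read after 10 min at room temperature.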
# Vif-APOBEC3G blk: Vif-A3G binding inhibition; 0.076% of 410,000 active; Potency, µM (top dose mostly 46.1 µM), for inactives: at the highest dose activity, negative = active, usual class: inhibitors; AID 602310; HeLa A3G-eYFP + Vif (tagged APOBEC3G with the HIV-1 protein that degrades it), YFP fluorescence, overnight;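 note: potency is the fitted concentration of half-maximal effect; % is set by controls: 0 for no effect and ±100 for the full control effect; nearly all actives have a fitted effect of over 60% in size; hits raise eYFP signal because A3G escapes Vif-driven loss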
# Target sequence (Q9HC16 whole entry, looked up): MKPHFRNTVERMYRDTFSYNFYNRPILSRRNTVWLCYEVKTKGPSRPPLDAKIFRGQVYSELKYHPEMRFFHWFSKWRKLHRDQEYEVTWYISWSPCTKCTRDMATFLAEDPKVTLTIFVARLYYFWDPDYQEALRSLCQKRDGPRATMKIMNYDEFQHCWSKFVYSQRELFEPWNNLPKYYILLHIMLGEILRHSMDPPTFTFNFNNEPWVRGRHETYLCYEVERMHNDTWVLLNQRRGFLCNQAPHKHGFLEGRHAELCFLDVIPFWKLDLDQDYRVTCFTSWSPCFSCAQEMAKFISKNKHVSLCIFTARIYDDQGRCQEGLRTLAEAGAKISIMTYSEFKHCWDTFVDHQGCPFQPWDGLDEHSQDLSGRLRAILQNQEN
#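 HeLa cells stably expressing Vif and C-terminally eYFP-tagged A3G, seeded overnight at 37 deg C, then exposed to compound by pintool overnight at 37 deg C. Rise in yellow fluorescence (Ex 488/Em 500-530, Acumen) marks blocked Vif-driven A3G degradation.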
# D1 antag: antagonists of human D1 dopamine receptor | P21728 | 3.2% of 360,000 active | activity change, negative = inhibition, % at 10 µM | HEK293 TREx D1 cells, calcium flux, dopamine EC80; hits give low values; in the data active = activity change below about -30%; note: % is set by controls: 0 for no effect and ±100 for the full control effect
#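 HEK293 T-REx cells expressing inducible, force-coupled D1 receptor; no-wash Ca dye, 30–90 min RT. Cmpd → 180 s read at 1 Hz → EC80 DA → 180 s read.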
# D1 agonist: human D1 receptor agonism; activation, % at 2 µM; 1% of 360,000 active; HEK293 T-REx D1 cells, calcium flux, agonist mode; P21728; in the data active = activation above about 30%; note: 0% is about no effect
#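 Agonism was scored from calcium flux recorded over 180 s (1 read/s) after pintool compound addition, following a 10-cycle baseline. Cells were inducible force-coupled HEK293 TREx D1, plated overnight at 30 C and loaded with no-wash calcium dye.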
# D1 potentiator: enhances dopamine response at the human D1 receptor | P21728 | HEK293 TREx D1 cells, calcium flux, dopamine EC20 potentiation | potentiation, % at 10 µM | 0.036% of 360,000 active | AID 504651; in the data active = potentiation above about 30%; note: 0% is about no effect
# An asterisk follows results filed as active; ? = inconclusive; · = not tested or not shown. Unless noted, calls come from the whole dose curve; as a rule, active = well fitted curve in the direction sought with a large enough effect; inconclusive = small, poorly fitted or top-dose-only effect, or another doubt; inactive = no such curve, though single readings can be large; an effect the other way counts as inactive or inconclusive.
# Value order – RXFP1 agonist	Vif-APOBEC3F blk	D2 potentiator	LDHA block	Glioma ERSR ind	Vif-APOBEC3G blk	D1 antag	D1 agonist	D1 potentiator
1. CCOC(=O)C1CSC(CC(=O)Nc2ccc(Cl)cc2)C(=O)N1 (centres undefined)
→ 1.5%	-6%	-15	1	2%	1%	19	-4	6
2. CC1CCN(C(=O)c2[nH]cnc2C(=O)Nc2nccs2)CC1
→ 0.7%	2%	8	4	-3%	3%	·	-1	0
3. CCCSc1nsc(SCCC)c1C(N)=O
→ 1.2%	·	12	-4	-7%	0%	-24	0	2
4. CC(C)C[C@H]1CN([C@@H](CC(C)C)CN2CCCC2CN2C(=S)NC[C@@H]2Cc2ccc(O)cc2)C(=S)N1CCc1ccccc1 (some centres undefined)
→ ·	-5%	·	1	-1%	-5%	·	·	·
5. S=c1nc(-c2ccco2)[nH][nH]1
→ 2.1%	-1%	-8	-2	0%	1%	-16	2	-8
6. CCOC(=O)C(Cc1ccc(O)cc1)NC(=O)CCc1c[nH]c2ccccc12 (centres undefined)
→ -0.3%	1%	-1	-1	?	0%	-16	37*	-3
7. Cc1sc(NC(=O)C(C)C)c(C(=O)Nc2ccccc2)c1C
→ 2.8%	-6%	-8	-13	-3%	-6%	43	1	-6
8. CCCSc1ncc(Cl)c(C(=O)Nc2ccc(S(=O)(=O)N3CCCCC3C)cc2)n1 (centres undefined)
→ -0.6%	·	-4	-2	·	·	7	1	2
9. COc1ccc(Cc2nc(C(=O)Nc3ccc(OC)cc3)cs2)cc1
→ -0.7%	8%	-8	-2	2%	8%	2	10	-3
10. CC(=O)c1ccc(N2CCN(C(=O)CCCCn3c(=O)[nH]c4ccsc4c3=O)CC2)cc1
→ 15%	2%	8	-2	-4%	2%	-9	5	0
11. c1csc(-c2cnc3ccccc3n2)c1
→ 2.9%	1%	-5	-11	6%	-6%	4	1	-5
12. O=c1[nH]cc(S(=O)(=O)N2CCCc3ccccc32)c(=O)[nH]1
→ -1.1%	1%	11	-6	-5%	-3%	4	4	-3
13. CC(SCc1ccccc1)C(=O)Nc1ccccc1-c1ccccc1 (centres undefined)
→ 0.6%	-16%	4	-2	-4%	-7%	4	3	-10
14. Cc1onc(-c2ccccc2Cl)c1C(=O)Nc1nnc(-c2ccc(Cl)cc2Cl)s1
→ 21%	0%	-1	-3	-3%	0%	3	-2	-5
15. COC(=O)c1cc(C(=O)OCC(=O)Nc2cc(C)on2)cc([N+](=O)[O-])c1
→ 2.2%	-15%	12	-12	-2%	-2%	2	0	5

# Entries above that contain a Cl atom:
# Value order – RXFP1 agonist	Vif-APOBEC3F blk	D2 potentiator	LDHA block	Glioma ERSR ind	Vif-APOBEC3G blk	D1 antag	D1 agonist	D1 potentiator
1. CCOC(=O)C1CSC(CC(=O)Nc2ccc(Cl)cc2)C(=O)N1 (centres undefined)
→ 1.5%	-6%	-15	1	2%	1%	19	-4	6
8. CCCSc1ncc(Cl)c(C(=O)Nc2ccc(S(=O)(=O)N3CCCCC3C)cc2)n1 (centres undefined)
→ -0.6%	·	-4	-2	·	·	7	1	2
14. Cc1onc(-c2ccccc2Cl)c1C(=O)Nc1nnc(-c2ccc(Cl)cc2Cl)s1
→ 21%	0%	-1	-3	-3%	0%	3	-2	-5

# Entries by screen from the list.
# Compounds 2–12 in RXFP1 agonist: 0.7%, 1.2%, ·, 2.1%, -0.3%, 2.8%, -0.6%, -0.7%, 15%, 2.9%, -1.1%

# (list continues)
# Value order – RXFP1 agonist	Vif-APOBEC3F blk	D2 potentiator	LDHA block	Glioma ERSR ind	Vif-APOBEC3G blk	D1 antag	D1 agonist	D1 potentiator
16. COc1ccccc1OCCCC(=O)Nc1ccc2c(c1)OCCO2
→ -1.0%	6%	2	0	3%	-3%	3	4	-8
17. COC(=O)c1sccc1NS(=O)(=O)c1ccccc1
→ -1.2%	-7%	9	-4	2%	0%	8	1	-3
18. S=C(c1ccc(OCc2ccccc2)cc1)N1CCCC1
→ 3.7%	1%	-1	-1	4%	3%	-22	9	-11
19. COC(=O)CSc1nnc(CCc2ccccc2)n1C
→ -0.1%	-10%	13	-3	-4%	0%	0	3	4
20. COc1ccccc1CCNC(=O)C(=O)NCCC1CCCCN1S(=O)(=O)c1cccs1 (centres undefined)
→ 0.1%	-7%	2	-3	-6%	1%	-7	8	-7
21. COc1ccc2[nH]c(CN3CCC(CO)(CCOc4ccccc4)CC3)c(C)c2c1
→ -2.1%	0%	·	-3	0%	-6%	-14	12	-4
22. CCOC(=O)C(C(=O)NCCCN1CCOCC1)C1CCCCC1 (centres undefined)
→ -0.1%	0%	5	-7	1%	0%	6	1	0
23. CCOC(=O)N1CCN(C(=O)CN(c2cccc(C(F)(F)F)c2)S(C)(=O)=O)CC1
→ 0.1%	0%	4	-1	-4%	-1%	-25	5	6
24. CC1CCCC(C)N1C(=O)COC(=O)c1c[nH]c2ccccc12 (centres undefined)
→ -0.7%	14%	19	-1	2%	3%	7	2	-1
25. CCS(=O)(=O)N1CCN(C(=O)CC(C)C)CC1
→ 1.5%	·	-10	-8	-3%	-4%	-14	-1	-2
26. O=C(c1ccc([N+](=O)[O-])c(CS(=O)(=O)c2ccc(Cl)cc2)c1)N1CCCC1
→ -2.5%	-13%	10	-14	-5%	0%	-8	7	-4
27. O=C(NC(=S)Nc1cccnc1)c1cccc(Cl)c1
→ ·	-4%	·	-2	5%	0%	·	·	·
28. CCC(C)NC(=O)C1CCN(C(=O)N(C)C)CC1 (centres undefined)
→ -1.1%	-6%	-4	-1	-2%	-3%	3	1	2
29. CCN(CC)CCCNC(=O)c1ccc(C)c(NC(=O)C2=C(C)OCCS2)c1
→ 3.9%	4%	3	-3	-2%	1%	-2	2	-1
30. Cc1cccc(CN2CCN(c3ccccn3)CC2)c1
→ ·	-2%	·	-15	-5%	0%	·	·	·
31. O=C(CSCc1ccccc1Cl)NN=C1CCCCCC1
→ -0.4%	1%	4	-2	1%	-2%	6	2	1
32. CC(C)(C)c1ccc(C(=O)NCCC(=O)N2CCC3(CC2)NCCc2[nH]cnc23)cc1
→ 0.0%	0%	-3	-3	-4%	-6%	2	5	-3
33. COc1ccc(CNC(=O)CCCN2C(=O)COc3ccc(C)cc32)cc1
→ -1.1%	2%	7	5	-4%	-3%	-2	1	5
34. COc1ccc([N+](=O)[O-])cc1N(CC(=O)NC1CCCCC1)S(C)(=O)=O
→ -0.7%	-12%	5	-2	2%	1%	-14	1	4
35. Cc1nc(C)c(C(=O)NCc2ccc(Cl)cc2)o1
→ -0.7%	0%	-3	0	-2%	2%	-61*	4	-1
36. Cc1nn(C)c(-c2n[nH]c(=S)n2Cc2ccco2)c1Cl
→ 1.3%	-11%	4	-11	-2%	1%	-3	-1	-10
37. Cc1ccc(OCCOc2ccc(Br)cc2)c([N+](=O)[O-])n1
→ 0.5%	8%	13	-3	3%	-10%	-16	5	-3
38. CCc1ccc(NC(=O)CSc2nnc(C)c(=O)n2N)cc1
→ 2.4%	-8%	-7	-12	6%	2%	-18	4	-1
39. COc1ccccc1-c1noc(-c2ccc(NC3CCCCC3)c([N+](=O)[O-])c2)n1
→ 15%	10%	-3	-2	1%	3%	-1	4	-1
40. Cn1c2ccccc2c(=O)c2ccc(Cl)cc21
→ ·	5%	·	-6	4%	4%	·	·	·
41. Cc1nonc1OCCn1c([N+](=O)[O-])cnc1C
→ 3.3%	2%	6	-5	-3%	1%	-10	2	1
42. COc1cc(C(=O)N2CCN(S(=O)(=O)c3cccs3)CC2)cc(OC)c1C
→ 1.2%	-10%	12	0	-7%	0%	8	1	0
43. CSc1nc(=O)[nH]nc1Sc1ccccc1
→ ·	-4%	·	7	-14%	-17%	·	·	·
44. COc1cccc(C2=Nn3c(nnc3-c3ccccc3O)SC2)c1
→ -0.1%	-8%	-4	-14	-1%	-4%	0	1	-2
45. COc1c(Cl)cccc1NC(=O)c1c(NC(=O)Cc2ccccc2)sc2c1CCCC2
→ ·	·	·	-11	·	·	5	1	-6

# An excerpt from above with just D1 agonist, Glioma ERSR ind and RXFP1 agonist.
cpd	mol	D1 agonist	Glioma ERSR ind	RXFP1 agonist
37	Cc1ccc(OCCOc2ccc(Br)cc2)c([N+](=O)[O-])n1	5	3%	0.5%
38	CCc1ccc(NC(=O)CSc2nnc(C)c(=O)n2N)cc1	4	6%	2.4%
39	COc1ccccc1-c1noc(-c2ccc(NC3CCCCC3)c([N+](=O)[O-])c2)n1	4	1%	15%

# Remaining list, next part
# Value order – RXFP1 agonist	Vif-APOBEC3F blk	D2 potentiator	LDHA block	Glioma ERSR ind	Vif-APOBEC3G blk	D1 antag	D1 agonist	D1 potentiator
46. COc1ccc2[nH]c3c(N4CC(C)OC(C)C4)ncnc3c2c1 (centres undefined)
→ 12%	·	-1	5	0%	0%	-17	0	0
47. COc1cccc(N=CC2=C(O)CC(C)(C)CC2=O)c1
→ -0.3%	-10%	-5	0	2%	-1%	-15	-1	-9
48. CC1CN(C(=O)COC(=O)c2ccc(NC(=O)CC#N)cc2)CC(C)O1 (centres undefined)
→ 0.1%	2%	-5	-11	-2%	0%	8	5	-1
49. COc1ccc(NC(=O)C2C(c3ccccc3)C2(Cl)Cl)cc1 (centres undefined)
→ 6.1%	8%	-9	-1	-3%	6%	-12	2	-14
50. C=CCn1c(=O)c2ccccc2n2c(SC(C)C(=O)Nc3nc(-c4ccccc4)cs3)nnc12 (centres undefined)
→ -0.2%	·	5	-16	-4%	1%	4	3	1
51. CO/N=C(/CNC(=O)c1cccc(Cl)c1)c1ccc(Cl)cc1
→ 1.5%	1%	4	-3	-6%	-7%	-6	4	-8
52. Cc1ccc(C(=O)O/N=C2\CCCc3ccccc32)cc1
→ 0.3%	-2%	5	0	3%	1%	5	5	1
53. COc1cccc(NC(=O)NNC(=O)CCc2ccc(O)c(O)c2)c1
→ -2.7%	-3%	-17	3	3%	-1%	0	7	0

# Screens from PubChem.

# Some of the compounds tested; rates above refer to the full screens.
